NPC1 prom act – activators of NPC1 promoter; Huh7 NPC1 promoter luciferase reporter, 24 h; hit rate 2.4% among 320,000; Potency, µM (doses to about 9.22 µM), for inactives: at the highest dose activation, usual class: activators; AID 485313;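 note: potency is the fitted concentration of half-maximal effect; % of control where 0% means no effect; nearly all actives have a fitted effect of over 60% in size; reporter is driven by a mutant NPC1 promoter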
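Quantitative HTS used a cell-based reporter: Huh7 cells stably bearing the NPC1 promoter upstream of luciferase were treated with compounds for 24 h, and promoter activation was read as luminescence.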
Menin-MLL TR inh – displaces Texas Red mutant MLL peptide from human menin; O00255; hit rate 0.23% among 270,000; Potency, µM (series often up to 61.6 µM), for inactives: at the highest dose FP activity change, negative = inhibition, hits mostly inhibitors; Menin + Texas Red MLL mutant peptide, fluorescence polarization; active = well fitted inhibition curve with a large enough effect in the polarisation, with a control signal flat, not every such curve was filed as active; inconclusive = small, poorly fitted or top-dose-only effect, or effect the other way, or a change in a side signal; inactive = no such curve, though single readings can be large or run the other way; the % refers to the polarisation; note: potency is the fitted concentration of half-maximal effect; % of control where 0% means no effect; many of its hits are not listed in these tables
FLuc counter – firefly luciferase modulation, counter-screen for miR-21 project; P08659; purified FLuc, Km substrates, luminescence inhibition; Potency, µM (doses to about 57.5 µM), without a hit: top-dose activity change, negative = inhibition, actives largely listed as inhibitors; hit rate 6.9% among 360,000; AID 588342;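 note: potency is the fitted concentration of half-maximal effect; plate controls were vehicle for no effect and reference inhibitor for full effect; nearly all actives have a fitted effect of over 55% in size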
Target sequence (P08659 whole entry, looked up): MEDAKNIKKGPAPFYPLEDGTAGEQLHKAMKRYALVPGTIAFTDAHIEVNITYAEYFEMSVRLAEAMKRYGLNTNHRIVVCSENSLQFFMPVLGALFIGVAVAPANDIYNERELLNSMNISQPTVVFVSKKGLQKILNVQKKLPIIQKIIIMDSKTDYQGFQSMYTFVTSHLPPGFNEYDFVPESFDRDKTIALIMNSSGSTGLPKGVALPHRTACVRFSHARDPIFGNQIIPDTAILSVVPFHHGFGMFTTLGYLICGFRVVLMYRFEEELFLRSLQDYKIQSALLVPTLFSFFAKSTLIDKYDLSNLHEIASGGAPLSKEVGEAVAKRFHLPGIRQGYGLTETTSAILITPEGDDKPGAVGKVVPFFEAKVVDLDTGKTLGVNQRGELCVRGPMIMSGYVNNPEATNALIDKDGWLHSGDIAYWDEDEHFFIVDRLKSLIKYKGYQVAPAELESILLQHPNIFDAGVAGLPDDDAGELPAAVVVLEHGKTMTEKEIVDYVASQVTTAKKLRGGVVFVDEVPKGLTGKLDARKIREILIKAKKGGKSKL
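Purified P. pyralis luciferase (10nM final) with 10uM D-luciferin and 10uM ATP (Km levels) in 50mM Tris acetate pH 7.5, 10mM Mg acetate, 0.01% Tween-20, 0.05% BSA; qHTS 6-point titration, ~60 µM downward; luminescence read.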
Mito fusion yeast – inhibitors of mitochondrial division or activators of mitochondrial fusion; S. cerevisiae fusion-defective mutant growth rescue, CellTiterGlo 48 h; Potency, µM (titrated, usually from 46.1 µM), for inactives: at the highest dose growth rescue (activation), hits mostly activators; hit rate 0.23% among 320,000;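 note: potency is the fitted concentration of half-maximal effect; % of control where 0% means no effect; nearly all actives have a fitted effect of over 45% in size; temperature-sensitive fusion mutants such as fzo1-1 at 37 °C on non-fermentable ethanol glycerol medium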
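S. cerevisiae fusion-defective temperature-sensitive mutants (e.g. fzo1-1, mgm1-5) grown 48 h at 37C in YPEG (ethanol/glycerol non-fermentable) medium with 23 nl compound per well; growth rescue read as CellTiterGlo luminescence.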
ELG1 repair inh – inhibitors of ELG1-dependent DNA repair in HEK293T cells. HEK293T ELG1-luciferase reporter, luminescence, 16 h; DNA damage induced by 5-fluorouridine. Potency, µM (highest dose often 46.1 µM), for the others: at the top dose activity change, negative = inhibition, actives largely listed as inhibitors. hit rate 2.3% among 330,000. AID 504467; note: potency is the fitted concentration of half-maximal effect; % is set by controls: 0 for no effect and ±100 for the full control effect; nearly all actives have a fitted effect of over 55% in size
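In this reporter screen, reduction of luminescence relative to DMSO vehicle indicated activity. Compounds and 5-fluorouridine were added together to 2,000 cells per well, incubated for 16 hr at 37 °C, then developed with ONE-Glo.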
Rab9 promoter act – activates the Rab9 promoter; hit rate 2.8% among 320,000; Potency, µM (titrated, usually from 9.22 µM), for inactives: top-dose activation, negative = inhibition, actives largely listed as activators; AID 485297; Huh7 Rab9 promoter-luciferase reporter, luminescence, 24 h; note: potency is the fitted concentration of half-maximal effect; % of control where 0% means no effect; nearly all actives have a fitted effect of over 60% in size
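Huh7 cells stably carrying a Rab9 promoter-luciferase reporter, 1500 cells per well in OP-MEM I with 10% FBS, treated with compound 24 hours at 37C. Luciferase activity read by luminescence after 10 minutes with Amplite reagent.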
PKM2 activator – PKM2 (human) enzyme activation | P14618 | purified PKM2, Kinase-Glo ATP luminescence, activation; response scale: 0% is enzyme alone, no compound | Potency, µM (top dose mostly 57.5 µM), without a hit: at the highest dose activation, most hits filed as activators | hit rate 0.34% among 260,000; note: potency is the fitted concentration of half-maximal effect; % is set by controls: 0 for no effect and ±100 for the full control effect; nearly all actives have a fitted effect of over 55% in size
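Kinase-Glo luminescence reports ATP generated from ADP (0.1 mM) and PEP (0.5 mM) by purified hPK-M2 after 1 h at room temperature, pH 7.2 imidazole buffer; intermediate enzyme activity allows detecting inhibitors and activators.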
KCNH2 3.1 inh – blocks the human KCNH2 3.1 channel isoform | U2OS KCNH2 3.1, thallium flux FluxOr; hits give low values | activity change, % (tested at about 1.8 µM) | hit rate 0.95% among 340,000 | AID 720553;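 active = maximum activity change below -70%; inconclusive = maximum activity change from -70% to -50%; inactive = maximum activity change above -50%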;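 note: thallium influx rate constant from kinetic fluorescence after stimulation buffer; % is set by controls: 0 for no effect and ±100 for the full control effect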
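FluxOr-based Tl+ influx in U2OS cells transduced with KCNH2 3.1 virus; rate constants normalized to DMSO controls.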
MBNL1-CUG inh – MBNL1-poly(CUG) RNA binding inhibition; TR-FRET MBNL1-His/biotin-(CUG)12 binding, 665/545 ratio; Potency, µM (doses to about 57.5 µM), for inactives: at the top dose activity change, negative = inhibition, most hits filed as inhibitors; hit rate 0.036% among 280,000; active = well fitted inhibition curve with a large enough effect in the signal ratio, with a control signal flat, not every such curve was filed as active; inconclusive = small, poorly fitted or top-dose-only effect, or effect the other way, or a change in a side signal; inactive = no such curve, though single readings can be large or run the other way; the % refers to the signal ratio; note: potency is the fitted concentration of half-maximal effect; % is set by controls: 0 for no effect and ±100 for the full control effect
Target sequence (Q9NR56 whole entry, looked up): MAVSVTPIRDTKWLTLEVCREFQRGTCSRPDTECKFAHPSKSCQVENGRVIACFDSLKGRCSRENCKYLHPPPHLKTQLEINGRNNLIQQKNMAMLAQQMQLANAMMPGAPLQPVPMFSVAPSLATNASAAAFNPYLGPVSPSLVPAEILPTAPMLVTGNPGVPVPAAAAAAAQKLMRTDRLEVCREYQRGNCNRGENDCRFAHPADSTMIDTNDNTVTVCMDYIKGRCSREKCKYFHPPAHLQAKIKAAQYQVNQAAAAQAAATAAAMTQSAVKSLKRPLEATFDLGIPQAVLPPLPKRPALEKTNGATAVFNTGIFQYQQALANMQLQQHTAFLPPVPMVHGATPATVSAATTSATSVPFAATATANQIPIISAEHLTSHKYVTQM
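Compounds (final 92 nM to 58 uM) are added to His-tagged MBNL1 and biotin-(CUG)12, then terbium anti-His antibody and streptavidin-XL665 (5 nM final). After 60 min at room temperature, the 665/545 nm ratio is read.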
Gal4-VP16 FLuc – inhibits Gal4-VP16 luciferase reporter, ROR gamma counter-screen | Drosophila S2 Gal4-VP16 UAS-luciferase, luminescence, 20 h | Potency, µM (series often up to 53.6 µM), without a hit: at the top dose activity, negative = inhibition, actives largely listed as inhibitors | AID 2546 | hit rate 3.5% among 310,000;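 note: Gal4-VP16 expression switched on by copper sulfate through the metallothionein promoter; potency is the fitted concentration of half-maximal effect; % is set by controls: 0 for no effect and ±100 for the full control effect; nearly all actives have a fitted effect of over 50% in size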
RORg inh – ROR gamma (mouse) transcription inhibition; Drosophila S2 Gal4-RORgamma UAS-luciferase reporter, 20 h; Potency, µM (doses to about 53.6 µM), inactives show at the top dose activity change, negative = inhibition, hits mostly inhibitors; hit rate 5.4% among 310,000; AID 2551; note: potency is the fitted concentration of half-maximal effect; % is set by controls: 0 for no effect and ±100 for the full control effect; nearly all actives have a fitted effect of over 60% in size
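Stably transfected Drosophila Schneider cells are the test system, with ROR gamma fused to Gal4 and luciferase under UAS control; luminescence is read after 20 hr of 700 uM copper sulfate induction at ambient temperature.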
The depositor's hits bear a star; u = inconclusive; x = no result given; [ ] = another dose, or the depositor's remark. Unless noted, calls come from the whole dose curve; as a rule, active = well fitted curve in the direction sought with a large enough effect; inconclusive = small, poorly fitted or top-dose-only effect, or another doubt; inactive = no such curve, though single readings can be large; an effect the other way counts as inactive or inconclusive. The list is partial, so the mix of outcomes need not match the whole.

SMILES	NPC1 prom act	Menin-MLL TR inh	FLuc counter	Mito fusion yeast	ELG1 repair inh	Rab9 promoter act	PKM2 activator	KCNH2 3.1 inh	MBNL1-CUG inh	Gal4-VP16 FLuc	RORg inh
Cc1ccc(NC(=S)N2CCN(S(=O)(=O)c3ccccc3)CC2)cc1	-3%	x	-15%	-5%	-5%	1%	0%	-1	0%	6%	u
C=CCSC1=C(C#N)C(c2cccc(OC)c2)CC(=O)N1 (stereo unspecified)	-1%	0%	7%	7%	11%	-1%	1%	21	-2%	2%	-14%
NC(=O)c1ccc(NC(=O)CSc2nnc(C3CCCCC3)n2N)cc1	0%	-15%	0%	-5%	19%	-2%	-1%	-138*	-6%	1%	-23%
COc1cc2c(cc1OC)C(C)N(S(=O)(=O)c1ccc(Cl)nc1)CC2 (stereo unspecified)	-2%	x	1%	-5%	11%	0%	x	-1	3%	4%	0%
CCn1cc(C(=O)NCCc2ccc(Cl)cc2)c(=O)c2ccc(C)nc21	5%	-5%	-1%	5%	-17%	0%	x	12	-3%	0%	-3%
OC1(c2cccs2)CN(c2ccccc2)C2=[N+]1CCCC2 (stereo unspecified)	-4%	4%	0%	-4%	6%	-12%	0%	-8	5%	2%	-14%
CN(C)c1ccc(S(=O)(=O)N2CCCCC2)cc1NC(=O)CN1C(=O)NC2(CCCC2)C1=O	0%	x	-8%	-1%	0%	-8%	x	24	x	x	x
CCC(=O)Nc1nnc(SCCN2CCOCC2)s1	-2%	-1%	5%	-2%	u	-4%	-7%	-3	-12%	6%	-16%
CC(=O)c1ccc(OCC(=O)N(C)CC(=O)Nc2ccc(N3CCOCC3)cc2)cc1	1%	x	x	-4%	6%	-4%	x	-9	x	x	x
CCCCN(C)C(=O)c1nc2ccccn2c1CN1CCN(c2ccccn2)CC1	-1%	-19%	0%	3%	-12%	-6%	-3%	-4	-1%	-25%	3%
CCC(=O)N1CCCc2cc(S(=O)(=O)N3CCCc4ccccc43)ccc21	-3%	-13%	-13%	25%	-18%	1%	-8%	0	1%	8%	22%
CC1CCCCC1NC(=O)C1CC=CCC1C(=O)O (stereo unspecified)	-3%	8%	2%	-4%	-8%	1%	6%	-4	x	2%	4%
Cc1ccccc1COc1ccc(/C=N/NC(=O)c2nnn(-c3nonc3N)c2CN2CCC(C)CC2)cc1	-4%	9%	0%	-8%	5%	2%	x	u	8%	-4%	10%
COc1cc(C)c(-c2[nH]ncc2-c2csc(C)n2)c(O)c1	-4%	-9%	0%	-4%	-2%	0%	6%	17	x	-14%	-7%[10 µM]
COc1ccc(/C=N/NC(=O)c2cccc(COCC(F)(F)C(F)F)c2)cc1	-1%	-4%	5.4µM*	-15%	0%	3%	8%	0	-12%[11.5 µM]	-7%	u
CCCOc1ccccc1NC(=O)CC1Nc2ccccc2NC1=O (stereo unspecified)	-2%	19%	-1%	0%	u	-4%	6%	16	18%	-9%	u
COc1ccc(CCn2cnc(=O)c(C#N)c2C)cc1OC	-3%	24%	0%	-4%	13%	-4%	-1%	4	-11%	-1%	-4%
CN1C(C(=O)NCCc2cccs2)CC2Cn3c(nc4cc(Cl)c(Cl)cc43)C21 (stereo unspecified)	-2%	x	0%	-4%	-9%	-2%	-4%	-10	-3%	-4%	19%
Cc1ccc(OCC(=O)Nc2ccncc2)cc1	0%	1%	13µM*	1%	-6%	0%	7%	-13	-6%	u	u
CCCCc1nn(-c2cc(Cl)ccc2OC)c2c1C(=O)CC(C)(C)C2	-2%	-8%	0%	30%	-14%	4%	9%	-8	5%	2%	-9%
O=C(NCC(=O)N(Cc1cccs1)C(C(=O)NC1CCCC1)c1cccnc1)c1ccco1 (stereo unspecified)	0%	-3%	-4%	1%	1%	-2%	-1%	-9	-11%	1%	7%
CCOC(=S)SCC(=O)N1CCc2ccccc2C1C1C(=O)CC(C)(C)CC1=O (stereo unspecified)	-2%	1%	5%	u	11%	-7%	6%	-9	4%	-8%	1%
O=C(Nc1ccc(S(=O)(=O)N2CCOCC2)cc1)c1ccc(Br)o1	2%	14%	1%	5%	-4%	-7%[1.84 µM]	3%	-14	-5%	-2%	19%
Cc1ccc(-n2nc3c(=O)n(CC(=O)NCCc4ccccc4C)nc(C)c3c2C)cc1	-16%	x	-4%	2%	3.7µM*	-20%	x	-12	0%	-17%	22%
Cc1cc(NC(=O)CCCC(=O)N(CC(=O)NCCc2ccccc2)Cc2ccc(F)cc2)no1	1%	-7%	3%	4%	-3%	9%	-6%	-1	5%	-1%	u
NC(=O)N/N=C/c1c(Sc2nnnn2-c2ccccc2)nc2ccccn2c1=O	-16%	x	-2%	-1%	u	-16%	-9%	0	x	u	u
Cn1c(O)c(/C=C2\C=Nc3ccccc32)sc1=Nc1ccc(C(=O)O)cc1	2%	x	u	2%	-7%	11%	-2%	12	10%	-2%	-18%
O=S(=O)(Nc1ccccn1)c1ccc(C(F)(F)F)cc1Cl	-6%	x	5%	2%	4%	-2%	-22%	-4	-16%	3%	7%
CNC(=O)C(=O)N/N=C/c1cccnc1	8%	x	-4%	0%	-7%	-15%	-12%	0	u	-1%	0%
COc1ccc(OC)c(NC(=O)c2ccc(CN3CCc4ccccc4C3)cc2)c1	3%	-21%	1%	-19%	-9%	9%	x	-6	1%	0%	26%
O=C(CSC1=NCCN1)Nc1cccc(C(F)(F)F)c1	-7%	4%	2%	2%	-11%	16%	-3%	6	-6%	-15%	1%
O=C(NCCc1ccccc1)c1cnc2ccccn2c1=O	0.89µM*	-20%	11µM*	5%	u	0.56µM*	-2%	0	u	u	u
COc1ccc(Cc2n[nH]c(=S)n2N)cc1OC	-3%	-1%	-20%	-1%	-8%	-4%	2%	0	u	8%	12%
CCCN(CC(=O)Nc1ccccc1C)C(=O)C1CC(=O)N(Cc2ccccc2)C1 (stereo unspecified)	19%	x	5%	4%	-5%	6%	x	4	x	x	x
COc1cccc(-c2ccc(NC(=O)C3CCCN(Cc4nccn4C)C3)cc2)c1 (stereo unspecified)	21%	x	u	-6%	17%	29%	-2%	-30	-1%	u	5µM*
CN(Cc1nccn1C)C(=O)c1ccc(OC2CCN(CCc3ccccc3)CC2)cc1	-3%	x	-1%	0%	1%	-1%	x	14	-7%	-14%	-14%
CN(CC(=O)Nc1ccc(N2CCOCC2)cc1)C(=O)CSc1ccccc1F	-3%	x	-6%	-4%	19%	-5%	x	1	x	x	x
O=C(C1CCCO1)N1CCN(Cc2c(O)ccc3ccccc23)CC1 (stereo unspecified)	-1%	1%	5%	3%	-2%	-1%	8%	-95*	4%	3%	-29%
CCOc1ccc(N(CC(=O)NC2CCCCC2)S(=O)(=O)c2c(C)noc2C)cc1	-6%	-2%	5%	0%	-1%	-4%	-1%	-2	6%	-1%	-20%
COc1ccc(C(CNC(=O)C(CC(C)C)NS(=O)(=O)c2ccc(C)cc2)N2CCOCC2)cc1 (stereo unspecified)	-1%	x	3%	-1%	0%	4%	x	2	x	x	x
CCCc1nnc(NC(=O)CNc2ccc(F)cc2)s1	3%	8%	-1%	3%	12%	7%	-5%	5	2%	-9%	u
COc1ccc(-c2cc(C(=O)NN)[nH]n2)cc1OC	-1%	u	-14%	7%	13%	-11%	-3%	4	-2%	-9%	-5%
CCN(C(=O)C(C)Sc1ccc(S(=O)(=O)N2CCOCC2)cn1)c1ccccc1 (stereo unspecified)	0%	x	3%	-3%	-3%	-1%	x	-14	x	x	x
CSc1cccc(NC(=S)N2CCC(N(C)C3CCCCC3C)CC2)c1 (stereo unspecified)	-6%	1%	3%	0%	5%	0%	0%	3	-5%	-71%	13µM*
CCc1ccc(OCc2n[nH]c(=S)n2C(C)CCCC(C)C)cc1 (stereo unspecified)	0%	-13%	u	22%	-15%	-3%	2%	13	-5%	-22%	6.3µM*
Cn1c2ccccc2c2cnn(CC(=O)O)c(=O)c21	-3%	0%	3%	-1%	-4%	-6%	0%	2	-17%	2%	2%
COc1ccc(NC(C)=O)cc1NS(=O)(=O)c1ccc2c(c1)OCCO2	-1%	x	x	1%	u	-5%	x	13	x	x	x
O=C(Nc1ccccc1)c1cnc[nH]1	u	-11%	u	1%	u	u	-5%	2	-13%	u	-4%
